# DT40 TDP1 CPT: DT40-hTDP1 cell growth loss with CPT; Potency, µM (series often up to 46.2 µM), inactives show at the highest dose activity change, negative = growth inhibition, actives largely listed as inhibitors; AID 686979; 420,000 compounds, 12% hits; chicken DT40 Tdp1-/-;hTDP1 cells + 20 nM CPT, ATP luminescence, 48 h; also: nearly all actives have a fitted effect of over 55% in size
#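 Cell growth measured by CellTiter-Glo luminescence after a minimum 48 h, 37 C compound exposure with 20 nM CPT in Tdp1-knockout DT40 cells stably expressing hTDP1, seeded 400/well; qHTS titration format.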
# DT40 TDP1 no CPT: qHTS for Inhibitors of human tyrosyl-DNA phosphodiesterase 1 (TDP1): qHTS in cells in absence of CPT | DT40 Tdp1-/- hTDP1 cells, no CPT, ATP luminescence, 48 h | Potency, µM (series often up to 46.2 µM), for inactives: at the highest dose activity change, negative = growth inhibition, usual class: inhibitors | 420,000 compounds, 15% hits; also: nearly all actives have a fitted effect of over 55% in size
#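 Luminescent ATP content (CellTiter-Glo) served as the growth readout. Knockout chicken DT40 cells expressing human TDP1 were exposed to compounds without camptothecin for a minimum 48 hr at 37 °C.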
# TDP1 block: inhibitors of human tyrosyl-DNA phosphodiesterase TDP1; Q9NUW8; recombinant TDP1, AlphaScreen DNA substrate cleavage; Potency, µM (top dose mostly 130 µM), for the others: at the highest dose activity change, negative = inhibition, most hits filed as inhibitors; 350,000 compounds, 0.28% hits; also: nearly all actives have a fitted effect of over 40% in size
# Target sequence (Q9NUW8 whole entry, looked up): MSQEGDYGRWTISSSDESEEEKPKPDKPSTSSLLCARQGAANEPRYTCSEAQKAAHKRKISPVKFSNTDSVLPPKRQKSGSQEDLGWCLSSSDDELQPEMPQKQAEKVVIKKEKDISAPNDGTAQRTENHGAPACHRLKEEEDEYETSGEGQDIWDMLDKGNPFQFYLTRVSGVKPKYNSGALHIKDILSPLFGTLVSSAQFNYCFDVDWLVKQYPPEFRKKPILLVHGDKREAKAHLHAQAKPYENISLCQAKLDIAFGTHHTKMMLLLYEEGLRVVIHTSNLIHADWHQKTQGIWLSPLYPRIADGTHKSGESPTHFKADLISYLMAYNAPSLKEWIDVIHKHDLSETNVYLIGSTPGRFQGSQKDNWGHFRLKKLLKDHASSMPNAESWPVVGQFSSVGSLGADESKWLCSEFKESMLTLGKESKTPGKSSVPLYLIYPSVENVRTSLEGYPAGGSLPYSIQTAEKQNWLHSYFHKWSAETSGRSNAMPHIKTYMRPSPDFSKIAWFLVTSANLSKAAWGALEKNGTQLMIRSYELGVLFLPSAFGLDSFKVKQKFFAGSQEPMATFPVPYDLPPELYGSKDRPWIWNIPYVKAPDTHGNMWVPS
#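 Steps: enzyme plus compound, 15 min RT; add biotin/phosphotyrosine-FITC oligonucleotide (15 nM final), react 5 min; add donor/acceptor beads (10 ug/ml final), 10 min; read AlphaScreen. Tdp1 at 1 nM final.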
# Numbers without * were called inactive; ? = inconclusive; . = not tested or not shown; & = joins results of further samples; ! = repeats disagree; [ ] = remark or other dose. Calls follow the shape of the dose curve; as a rule, active = well fitted curve in the direction sought with a large enough effect; inconclusive = small, poorly fitted or top-dose-only effect, or another doubt; inactive = no such curve, though single readings can be large; an effect the other way counts as inactive or inconclusive. % is scaled to controls: 0 for no effect and ±100 for the full control effect; potency is read from the fitted curve at half-maximal effect. Hits appear at their usual frequency. Share with any hit: about 18%.
no.	SMILES	DT40 TDP1 CPT	DT40 TDP1 no CPT	TDP1 block
1	COc1cc(OC)c(OC)cc1CNCC1COc2ccccc2O1 (configuration not stated)	?	?	.
2	NC(=O)CSc1nnc(-c2ccco2)n1N	-10%	-4%	4%
3	CN(C)C(=O)OC1=C(c2ccccc2)Sc2ccccc2-n2cccc21	?	?	13%
4	COc1cccc(C2CC(c3ccccc3)=NN2S(=O)(=O)c2ccccc2)c1OC (configuration not stated)	?	26µM*	5%
5	Cc1ccc(-c2nc3ccc([N+](=O)[O-])cc3[nH]2)cc1	?	21µM*	-2%
6	Clc1ccc(OCc2cnc(Cl)s2)cc1	0%	-3%	-14%
7	Cc1cc(O)c(C)c2c1CC[C@H]1[C@H](C)C(=O)O[C@H]21	4%[9.04 µM]	-16%[9.04 µM]	7%
8	CCC(C)N(C(=O)COC(=O)c1ccc(N)c([N+](=O)[O-])c1)C1CCS(=O)(=O)C1 (configuration not stated)	-24%	-15%	.
9	CSc1nc(C)cc(SCC(=O)Nc2ccc(Cl)cc2Cl)n1	-28%	?	-2%[56.1 µM]
10	COc1ccc(/C=N/NC(=S)Nc2c(C)n(C)n(-c3ccccc3)c2=O)cc1OC	-2%	-16%	-2%
11	COc1ccc(/C=C\c2onc(C)c2S(=O)(=O)N2CCC(C(=O)Nc3ccc(C)cc3C)CC2)cc1	?	?	0%
12	O=C(CSc1ccccc1F)NC(=O)c1ccccc1Br	20%	-5%	-1%
13	CCOc1ccc(NC(=O)CS(=O)(=O)Cc2nc(-c3ccc(C)cc3)oc2C)cc1	-5%	-25%	9%
14	CCCCCCCCCCCCCCCCCCN(CCCCCCCCCCCCCCCCCC)c1ccc(/C=C/c2ccc(C=O)cc2)cc1	-9%	6%	.
15	O=C(Nc1cccc(C(F)(F)F)c1)C(Sc1ncnc2ccccc12)c1ccccc1 (configuration not stated)	?	21µM*	8%
16	O=C(Nc1ccccc1-c1nnn(CC(=O)N2CCOCC2)n1)c1ccc(F)cc1	12%	5%	-5%
17	Cc1cnc(NC(=O)C2(C)CCN2C(=O)C(C)C)s1 (configuration not stated)	2%	-8%	.
18	COC(=O)CCN1CCN(S(=O)(=O)c2cccc(Br)c2)CC1	-1%	-2%	-2%
19	COC(=O)c1cc2occc2n1Cc1nc(-c2ccc(Cl)cc2)oc1C	?	?	-6%&1%
20	CCSc1nnc(NC(=O)CC)s1	-4%	2%	-4%
21	O=C1CN(C(=O)CSc2nc3ccccc3n2CCc2ccccc2)c2ccccc2N1	?	23µM*	4%
22	Cc1ccc(S(=O)(=O)CC(=O)N(C)C)cc1	13%	4%	-2%
23	COc1ccc(-n2ncc3c2ncn2nc(Cc4ccccc4)nc32)cc1	2%	-21%	4%
24	CCCN(C(=O)c1cccs1)c1c(N)n(Cc2ccccc2)c(=O)[nH]c1=O	2%	8%	1%
25	COC(=O)Cc1ccc(OC2(C)CCN(Cc3csc4ccccc34)C2)cc1 (configuration not stated)	?	?	.
26	Cc1ccc(Cn2cccc(NC(=O)c3ccco3)c2=O)cc1	-13%	-16%	2%
27	COc1ccccc1CNC(=O)C1(C)CCN1Cc1ccc2ccccc2c1 (configuration not stated)	-95%	-98%	.
28	Cc1cc(C)n2nc(SCC(=O)Nc3ccccc3F)nc2n1	-10%	-2%	-14%
29	COCCCn1c(SCCc2ccccc2)nc2cc(OC)c(OC)cc2c1=N	16µM*	13µM*	12%
30	CN(Cc1cccnc1)Cc1cn(C)nc1-c1cccc(Cl)c1	?	16µM*!	2%&6%
31	COc1ccc(-n2c(C)nn(C)c2=O)cc1	-3%	?	4%
32	O=C(NC1CC(=O)N(c2ccc(F)cc2)C1)C1CC1 (configuration not stated)	-3%	?	3%
33	CCOC(=O)c1cc(-c2ccc(OC)c(S(=O)(=O)N3CCN(c4ccccc4)CC3)c2)on1	16µM*	21µM*	3%
34	CC(C)Cn1c(C(C)C)nc([N+](=O)[O-])c1S(=O)(=O)c1ccc(F)cc1	2.3µM*	3.3µM*	3%
35	CCN(CC)CCNC(=O)c1c(O)c2cccc3c2n(c1=O)CCC3	?	?	10%
36	CC1CCCN(C(=O)CSc2nnc3ccccn23)C1 (configuration not stated)	-9%	?	2%
37	O=[N+]([O-])c1cccc(C2Nc3ccccc3CO2)c1 (configuration not stated)	1%	?	.
38	O=C(NNC(=S)Nc1ccc(F)cc1)[C@H]1C[C@@H]1c1ccccc1	-1%	-22%	10%
39	COc1ccc(-c2cc(C(=O)N3CCCc4ccccc43)no2)cc1OC	-21%	-29%	5%
40	O=C(c1ccc(S(=O)(=O)N2CCCC2)cc1)N1CCCCC1	-15%	-12%	13%
41	C[C@H](CO)N1C[C@H](C)[C@@H](CN(C)C(=O)Nc2ccc(C(F)(F)F)cc2)Oc2c(NC(=O)CCC(F)(F)F)cccc2C1=O	?	?	-1%
42	COc1ccc(-c2cc3c(=O)n(CC(=O)Nc4ccccc4C(F)(F)F)ccn3n2)cc1OC	-7%	-22%	6%
43	COc1ccc(CCNC(=O)c2ccc(C)s2)cc1OC	7%	-21%	0%
44	COc1ccccc1N1CCN(/N=C\c2sccc2C)CC1	-11%	-25%	5%
45	Cc1cc(-c2cc(-c3ccc(Cl)cc3)nc(N)c2C#N)co1	8.2µM*	21µM*	-4%
46	CC1(C)CC(=O)C=C(c2ccc(-c3cccc(C(N)=O)c3)cc2)C1=O	?	?	.
47	Cc1[nH]c2ccc(C(=O)NCCCN3CCOCC3)cc2c1C	3%	1%	3%
48	COc1ccc(-n2c(-c3ccc(F)cc3)cn3c4c(=O)n(C)c(=O)n(C)c4nc23)cc1	-4%	7%	2%
49	CCOC(=O)Nc1ccccc1C(=O)Nc1cc(C)cc(C)c1	-17%	-25%	0%
50	O=C(Nc1ccccc1)c1cc(C2CCCCN2S(=O)(=O)Cc2cccc(C(F)(F)F)c2)on1 (configuration not stated)	21µM*	?	.

# Next section
no.	SMILES	DT40 TDP1 CPT	DT40 TDP1 no CPT	TDP1 block
51	O=C(N/N=C/c1c[nH]c2c1ccc1ccccc12)c1ccc([N+](=O)[O-])cc1	6%	3%	1%
52	Nc1nc(SCC(=O)Nc2ccccc2-c2ccccc2)n[nH]1	-16%	-21%	3%
53	Cc1ccc(CC2CC(=O)N(c3ncccn3)C2=O)cc1 (configuration not stated)	9%	4%	-1%
54	Cn1cccc1C(=O)N1CCC2(CC1)CN(Cc1cc(C(F)(F)F)cc(C(F)(F)F)c1)C2	?	?	.
55	Cc1cccc(NC(=S)N2CCC(NC(=O)c3cccc(F)c3)CC2)c1	11%	-20%	13%
56	O=C(Nc1nc2c(s1)CCCC2)c1ccc(Br)s1	16µM*	29µM*	0%
57	COc1ccc(-n2cnnc2SCc2csc(-c3ccccc3)n2)cc1	-14%	-27%	2%
58	CCc1ccc(OCC(=O)NNC(=S)NC(=O)C2CC2)c(Br)c1	16µM*	13µM*	5%
59	CN(C)c1ccc(C2CC(=O)C=C(Nc3ccccc3N)C2)cc1 (configuration not stated)	0%	-19%	7%
60	COc1ccc(S(=O)(=O)NC(=O)C2(C)CCN2C(=O)COc2ccc(Cl)cc2)cc1OC (configuration not stated)	5%	-1%	.
61	CCn1c(O)c(N=NC2=NC(=O)CS2)c2ccccc21	-12%	-13%	7%
62	Cc1c(N2C(=O)C(=O)/C(=C(/O)c3ccc(Cl)cc3)C2c2ccccc2)c(=O)n(-c2ccccc2)n1C (configuration not stated)	-3%	-1%	3%
63	COc1ccc(Nc2ncc(F)c(N3CCOCC3)n2)cc1	21µM*	?	3%
64	CN1CCN(C2=Nc3c(Cl)cc(Cl)c4cccc2c34)CC1	?	21µM*	8%
65	COc1ccc(-c2nnc(SCC(=O)NC3CC3)o2)c(OC)c1	-16%	-14%	-3%
66	CN(C)c1ccc(N=Nc2ccccc2C(=O)O)cc1	?	-25%	.
67	COc1ccc(-c2cn3c(n2)sc2cc(C(=O)NCc4cccs4)ccc23)cc1	10µM*	13µM*	-1%
68	O=C(O)c1ccccc1Sc1ccccc1S(=O)(=O)NC1CCCCC1	5%	-8%	7%
69	CC(Nc1c([N+](=O)[O-])c(=O)oc2ccccc12)C(Cl)c1ccccc1 (configuration not stated)	?	23µM*	4%
70	COCC(=O)N1CCC2(CCCN(C(=O)Nc3ccccc3)C2)CC1	3%	-5%	.
71	CC(=O)Nc1ccc(C(=O)COC(=O)c2nc3nc(C)cc(C)n3n2)cc1	-2%	18%	-7%
72	COc1cccc(CNC(=O)Cn2cc3c(n2)CCCCC3)c1	?	-9%	0%
73	COc1cc2nc(CN(C)CC(=O)Nc3ccc(N4CCOCC4)cc3)[nH]c(=O)c2cc1OC	-3%	?	1%
74	CCOc1ccc(S(=O)(=O)Nc2ncn[nH]2)cc1	-25%	-7%	0%[0.0935 µM]
75	CC(C)N1CCc2c(sc(NC(=O)CCS(=O)(=O)c3ccccc3)c2C(N)=O)C1	?	?	6%
76	Cc1sc2c(c1C)CN(CCN1CCOCC1)CN2C(=O)c1ccccc1	-15%	20%	5%
77	NS(=O)(=O)c1ccc(N=Cc2ccc(Br)s2)cc1	-7%	-1%	0%
78	CC(C)Sc1cc(Cl)nc(NC(=O)Nc2ccccc2)n1	?	-21%	.
79	COc1cc(SC)ccc1C(=O)NCCCOC(C)C	-15%	-9%	0%
80	CC(C)CNC(=O)CC(=O)N/N=C/c1ccc(F)cc1	-9%	-3%	0%
81	O=C(CSc1nnc(NC(=O)c2cc(Br)ccc2Cl)s1)NCC1CCCO1 (configuration not stated)	-23%	8%	2%
82	CCOC(=O)C1=CCC2C(=O)N(Cc3ccccc3)C(=O)C12 (configuration not stated)	-15%	-12%	.
83	Fc1ccc(CNC(=S)NC2CCCCCC2)cc1	1%	-24%	-2%
84	COc1ccc(C(=O)Nc2ccc(S(=O)(=O)N3CCCCC3)cc2)cc1OC	?	?	3%
85	O=C(CNC(=O)c1cccs1)N/N=C/c1ccccc1[N+](=O)[O-]	21%	-16%	0%[0.0935 µM]
86	O=C(CN1CCCCCC1)Nc1cccc2c1OCO2	-7%	-11%	8%
87	O=C(Cn1ccc2cc(S(=O)(=O)N3CCCCC3)ccc21)NCCc1ccccc1Cl	?	?	3%
88	COc1cccc(/C=C/C(=O)OCC(=O)NCCC2=CCCCC2)c1OC	-6%	-2%	1%
89	COc1ccc(Cl)cc1-n1c(/C=C/c2cccc3ccccc23)nc2ccccc2c1=O	?	?	5%
90	Cn1nc(C(=O)O)c(=O)n(C)c1=O	8%	6%	.
91	CCCS(=O)(=O)N1CCc2ccc(NC(=O)C3CCCO3)cc2C1 (configuration not stated)	?	?	4%
92	CCN(C(=O)COC(=O)C1CCN(S(=O)(=O)c2ccc(C)c(C)c2)CC1)C1CCS(=O)(=O)C1 (configuration not stated)	?	-5%	.
93	COc1ccc2c(c1)[nH]c1c(=O)n(/N=C/C3C(C)C=C(C)CC3C)c(=O)[nH]c12 (configuration not stated)	?	?	5%
94	O=C(CCN1C(=O)c2ccccc2S1(=O)=O)Nc1ccccc1	0%	13%	0%
95	Cc1cccc(-n2c(C)nnc2SCC(=O)NC(C)c2ccco2)c1 (configuration not stated)	-19%	-14%	.
96	Cc1ccc(C)n1C1CCS(=O)(=O)C1 (configuration not stated)	?	?	5%
97	C[C@@](N)(Cc1ccc(O)cc1)C(=O)O	10%	-9%	11%[56.1 µM]
98	COc1ccc(/C=N/NC(=O)CSCC(=O)Nc2ccccc2)cc1OC	-4%	-6%	7%
99	COc1ccc(NC(=O)COc2ccc3oc(=O)cc(C)c3c2)cc1	-12%	?	1%
100	CC(C)(C)N1C(=O)c2ccccc2NC(=O)C1C(=O)NCCc1ccccc1F (configuration not stated)	?	?	.
101	Cc1ccnc(NC(=O)CCC(=O)c2cccs2)c1	-10%	-50%	.
102	O=C(Nc1ccc(-n2cccn2)cc1)C1CCCCN1Cc1cccc2cccnc12 (configuration not stated)	?	?	2%

# Pulled by compound from the entries so far (5):
no.	SMILES	DT40 TDP1 CPT	DT40 TDP1 no CPT	TDP1 block
101	Cc1ccnc(NC(=O)CCC(=O)c2cccs2)c1	-10%	-50%	.
86	O=C(CN1CCCCCC1)Nc1cccc2c1OCO2	-7%	-11%	8%
100	CC(C)(C)N1C(=O)c2ccccc2NC(=O)C1C(=O)NCCc1ccccc1F (configuration not stated)	?	?	.
89	COc1ccc(Cl)cc1-n1c(/C=C/c2cccc3ccccc23)nc2ccccc2c1=O	?	?	5%
76	Cc1sc2c(c1C)CN(CCN1CCOCC1)CN2C(=O)c1ccccc1	-15%	20%	5%

# Assay outcomes as filed in PubChem BioAssay.
